SENP8 block: SENP8 protease inhibitors, primary screen, biochemical, luminescence | Sentrin-specific protease 8 (Homo sapiens), Q96LD8 | purified SENP8, Z-RLRGG-aminoluciferin cleavage | inhibition, % at 10 µM | hit rate 1.2% among 330,000 | AID 2540, 2010
Jurkat NFkB inh: inhibitors of induced NF-kB luciferase reporter, primary screen, TCR NF-kB activation inhibitor project, cell-based, luminescence, uHTS. Jurkat, PMA/ionomycin-induced NF-kB luciferase reporter. inhibition, % at 4 µM. hit rate 0.53% among 330,000. AID 435003, 2010
697 NFkB inh: inhibitors of PMA/ionomycin-induced NF-kB reporter, 697 cells, primary screen, B-cell NF-kB inhibitor project, cell-based, luminescence, uHTS | 697 B-cell NF-kB luciferase reporter, 16 h | inhibition, % at 4 µM | hit rate 0.33% among 330,000 | AID 435022, 2010; in the data active = inhibition above about 35%
EBI2 antag: EBI2 receptor antagonists, beta-arrestin recruitment, primary screen, cell-based, luminescence, 7a,25-OHC stimulation, uHTS; G-protein coupled receptor 183 (Homo sapiens), P32249; 7a,25-OHC stimulated; inhibition, % at 5 µM; hit rate 0.81% among 360,000; AID 651636, 2012; in the data active = inhibition above about 38%;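 note: enzyme fragment complementation signal reports receptor beta-arrestin coupling in cells; 0% = agonist plus DMSO wells and 100% = wells without agonist; some results beyond the cut were filed as inactive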
UBC13 polyUb: UBC13 polyubiquitin chain formation inhibitors, primary screen, biochemical, TR-FRET, uHTS | inhibition, % at 20 µM | hit rate 0.47% among 330,000 | AID 485273, 2010 | Ubiquitin-conjugating enzyme E2 N (Homo sapiens), P61088; in the data active = inhibition above about 45%, passing the limit was not always enough
CCR6 antagonist: CCR6 receptor antagonists, primary screen, cell-based, CHO-K1, luminescence, beta-arrestin, uHTS; C-C chemokine receptor type 6 (Homo sapiens), P51684; CHO-K1 CCR6 PathHunter beta-arrestin, CCL20-stimulated; inhibition, % at 20 µM; hit rate 0.49% among 340,000;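 active = compounds whose inhibition of the agonist-driven luminescence signal at 20 µM reaches about 50%, limit read from the data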;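 note: cells stimulated with CCL20 at 14 nM final; plate controls were DMSO with CCL20 for no effect and DMSO without agonist for full effect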
Gli-Sufu block: Gli-Sufu pathway antagonists, primary screen, luciferase luminescence, Sufu-KO-LIGHT cells, uHTS; Sufu-KO-LIGHT fibroblasts, Gli luciferase reporter luminescence; AID 588413, 2011; hit rate 0.74% among 340,000; inhibition, % at 5 µM;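 active = inhibition above about 55%, limit read from the data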;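 note: 0% = DMSO-treated cells and 100% = wells with medium but no cells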
Apaf1 inhib: inhibitors of human Apaf-1 apoptosome, primary screen, biochemical, DEVD-Rh110 fluorescence, uHTS | reconstituted apoptosome caspase-3 activity | Apoptotic protease-activating factor 1 (Homo sapiens), O14727 | inhibition, % at 20 µM | AID 489030, 2010 | hit rate 0.71% among 330,000; active = inhibition of at least 40% at 20 µM;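 note: plate controls were DMSO wells for no effect and DEVD-CHO caspase inhibitor wells for full effect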
Target sequence (O14727 whole entry, looked up): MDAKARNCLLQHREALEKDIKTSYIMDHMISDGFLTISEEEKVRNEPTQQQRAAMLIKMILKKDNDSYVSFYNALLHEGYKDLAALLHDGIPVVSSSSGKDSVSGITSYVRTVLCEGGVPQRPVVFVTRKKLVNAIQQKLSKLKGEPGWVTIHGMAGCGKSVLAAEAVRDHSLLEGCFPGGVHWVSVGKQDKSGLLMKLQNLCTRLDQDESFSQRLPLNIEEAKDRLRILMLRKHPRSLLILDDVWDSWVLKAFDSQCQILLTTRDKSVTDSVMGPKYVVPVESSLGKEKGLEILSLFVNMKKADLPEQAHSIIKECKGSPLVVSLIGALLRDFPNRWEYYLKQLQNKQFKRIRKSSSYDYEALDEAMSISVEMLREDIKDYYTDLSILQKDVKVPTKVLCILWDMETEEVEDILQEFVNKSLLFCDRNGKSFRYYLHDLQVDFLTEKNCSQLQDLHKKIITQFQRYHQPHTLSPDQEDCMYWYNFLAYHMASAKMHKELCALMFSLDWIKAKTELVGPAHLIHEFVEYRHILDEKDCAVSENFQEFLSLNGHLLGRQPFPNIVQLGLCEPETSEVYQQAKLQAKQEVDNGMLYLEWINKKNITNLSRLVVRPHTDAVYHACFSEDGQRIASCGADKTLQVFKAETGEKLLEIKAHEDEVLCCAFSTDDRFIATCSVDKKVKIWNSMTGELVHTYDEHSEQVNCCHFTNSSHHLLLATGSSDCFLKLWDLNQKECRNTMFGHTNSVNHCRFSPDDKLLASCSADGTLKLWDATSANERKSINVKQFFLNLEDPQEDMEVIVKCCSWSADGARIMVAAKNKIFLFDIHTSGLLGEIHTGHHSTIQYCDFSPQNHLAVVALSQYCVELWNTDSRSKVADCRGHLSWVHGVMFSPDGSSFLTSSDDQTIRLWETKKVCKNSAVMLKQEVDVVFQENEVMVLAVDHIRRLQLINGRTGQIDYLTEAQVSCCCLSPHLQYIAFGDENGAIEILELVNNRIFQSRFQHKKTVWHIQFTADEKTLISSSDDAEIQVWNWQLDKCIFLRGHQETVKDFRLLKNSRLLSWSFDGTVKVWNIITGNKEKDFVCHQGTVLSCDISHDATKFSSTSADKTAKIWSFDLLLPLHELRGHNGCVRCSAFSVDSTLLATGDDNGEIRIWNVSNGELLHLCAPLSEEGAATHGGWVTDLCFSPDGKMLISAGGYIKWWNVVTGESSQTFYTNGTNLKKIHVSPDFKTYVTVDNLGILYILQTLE
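detection = Rh110 fluorescence intensity | test system = biochemical Apaf-1 apoptosome reconstitution | also added = cytochrome c and DEVD-Rh110 substrate | schedule = 30 min plus 50 min, RT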
The depositor's hits bear a star; . = no result given. Cut-off read from the data, not from the text of the source, unless noted: active = inhibition above about 50%; inactive = the rest. Not all compounds are listed; rates above refer to the full screens.

SMILES	SENP8 block	Jurkat NFkB inh	697 NFkB inh	EBI2 antag	UBC13 polyUb	CCR6 antagonist	Gli-Sufu block	Apaf1 inhib
CC(C)[C@H](NC(=O)OC(C)(C)C)c1nnc(SCC(=O)Nc2ccc(Br)cc2)o1	-1	-2	-3	-3	3	17	1	21
Cc1[nH][nH]c(=O)c1[C@@H](c1ccccc1[N+](=O)[O-])C(C#N)C#N	-5	-9	-1	-6	0	14	8	6
CCCCc1nc2cc(C(=O)N3CCCCC3C(=O)OC)ccc2o1 (centres undefined)	1	-49	-60	-4	1	-3	-26	4
O=C(Cn1c(=O)oc2ccccc21)NCc1ccco1	3	-5	-32	1	-12	-10	3	-8
O=C(CCCc1cccs1)N1CCN(S(=O)(=O)c2ccccc2Br)CC1	-2	24	-5	8	10	5	-3	8
COc1ccc(N(CC(=O)Nc2ccccc2C(F)(F)F)C2=NC3CS(=O)(=O)CC3S2)cc1 (centres undefined)	-7	-11	-27	1	-1	12	-14	11
CN(CC(=O)Nc1c(Cl)cccc1Cl)C(=O)c1ccccc1SCC(=O)N1CCCC1	1	-9	12	1	12	4	5	29
O=C(NCc1ccc(Cl)cc1)C1CCCN(C(=O)c2ccc(Cl)cc2)C1 (centres undefined)	-12	4	8	66*	4	3	-12	1
Cc1ccc2nc(-c3cccc(-c4cccc(Cl)c4)c3)c(NCc3ccccc3)n2c1	-14	-11	-24	28	17	-23	9	21
Cc1ccc(-c2noc(CSc3nnc(Cc4ccccc4)n3-c3ccc(Cl)cc3)n2)cc1	-7	1	-8	15	-5	21	6	26
O=C(CCNC(=O)Cn1ccc2ccccc2c1=O)NCCN1CCN(c2cccc(Cl)c2)CC1	2	10	10	-3	101*	2	6	-3
Cc1ccc(SCc2cc(=O)n3[nH]c(C)nc3n2)cc1	-10	5	-2	-19	-6	8	-5	-17
Cc1ccccc1N1CCN(S(=O)(=O)c2nnc(NC(=O)c3ccco3)s2)CC1	5	13	-1	2	22	-18	4	6
N/C(CS(=O)(=O)c1ccc(F)cc1)=N\O	-6	-14	-20	-9	-1	8	-1	-11
CCN(CC)S(=O)(=O)c1ccc(O)c(C(=O)OCC(=O)N(C)Cc2ccccc2)c1	1	-5	2	-18	4	-9	0	11
Cc1ccc(OCCN2CCN(C(=O)CCC(=O)Nc3nnc(C)s3)CC2)cc1	8	-1	-31	7	-4	-9	2	4
COc1ccc(CSc2cccc3cccnc23)cc1[N+](=O)[O-]	-15	-20	-12	8	-7	21	-15	6
CN(C(=O)c1ccc(N2CCCCC2)c([N+](=O)[O-])c1)C1CCS(=O)(=O)C1 (centres undefined)	-10	-6	-15	-8	-28	8	1	9
CCCCc1ccc(N=N/C(C(=O)Nc2ccccc2OC)=C(/C)O)cc1	2	-6	7	2	-12	8	3	17
COc1ccc(C)cc1NC(=O)NC1CCCCCCC1	-4	0	0	-21	-5	9	1	2
COc1cc(NC(=S)NC(=O)c2cc(C)cc(C)c2)ccc1NC(=O)c1cccs1	5	2	-14	14	-22	38	-1	6
O=C(NCc1ccccc1)C(c1ccc(O)cc1)N(C(=O)Cn1nnc(-c2cccs2)n1)c1ccc2c(c1)OCCO2 (centres undefined)	0	6	11	7	-2	3	10	-3
O=C(N/N=C/c1ccc[nH]1)c1ccc(O)cc1	-7	0	-1	0	-18	6	12	-9
Cc1ccccc1OCCCC(=O)Nc1ccccc1C(F)(F)F	-4	-1	9	5	-7	-20	-14	3
COc1ccc2c3c([nH]c2c1)C(C)N(CCC(=O)NN)CC3 (centres undefined)	-5	2	-1	-3	14	7	10	-6
O=C(Nc1ccc(C(F)(F)F)cc1Cl)c1ccc(Cn2cc(Br)cn2)o1	16	-26	-37	1	-2	2	-3	6
CCOC(=O)N1CCN(c2c(NCCc3ccc(OC)c(OC)c3)c(=O)c2=O)CC1	9	2	8	-7	3	-3	2	1
Cc1noc(C)c1COC(=O)CN(C)S(=O)(=O)c1ccc(Cl)cc1	6	-9	1	-2	3	-6	-2	4
CC(C)CN1C(=O)/C(=C/c2cccs2)NC1=S	-14	-4	3	-9	0	23	7	-9
CCOC(=O)/C=C1\CN(Cc2cc(OC)c(OC)c(OC)c2)S(=O)(=O)c2ccccc21	-10	6	-14	-3	-9	15	30	-2
O=C(NC1CCC1)C1CCC(=O)N(Cc2cccc(F)c2)C1 (centres undefined)	1	14	-15	-15	-5	-8	4	-10
CCOC(=O)c1c(C)[nH]c(C)c1-c1ccccc1OC	6	2	12	4	0	-10	-3	2
CC1CCN(CCNC(=S)Nc2ccc(Cl)cc2)CC1	5	4	6	12	11	0	20	-1
COCCNC(=O)c1onc(CSc2ccccc2)c1C(=O)NCCOC	-1	-7	33	-10	-4	8	6	-3
CCCCNS(=O)(=O)c1ccc2nc(SCC(=O)Nc3ccccc3)[nH]c2c1	-5	0	-2	3	12	20	-10	14
COc1cc(CN2CCN(Cc3ccc([N+](=O)[O-])cc3)CC2)c([N+](=O)[O-])cc1OC	0	2	-17	-5	8	-17	29	-7
Cc1ccc(NC(=O)CCc2ccc(C)o2)c(C)c1	-7	-1	-39	-11	-8	1	-1	-7
CCCCn1c(N)c(N(C)C(=O)c2cccc(-n3cnnn3)c2)c(=O)[nH]c1=O	-3	3	-14	-7	4	10	7	-6
CC(=O)OC[C@H]1O[C@@H](O/N=C(\C)CCN2CCCCc3nc(C)c(C)cc32)[C@H](OC(C)=O)[C@@H](OC(C)=O)[C@@H]1OC(C)=O	2	18	1	.	8	.	.	-8
COc1ccc(OC)c(S(=O)(=O)Nc2cccc3ccccc23)c1	11	-21	9	-3	2	5	2	-3
CSCCCNC(=S)N1CCN(S(=O)(=O)c2cccc(C(F)(F)F)c2)CC1	-8	-1	-8	-34	0	10	7	6
O=C(O)c1cc2c(ccc3ccccc32)[nH]1	-8	15	18	8	2	-11	-1	6
O=C(COC(=O)/C=C/c1ccc(C(F)(F)F)cc1)NC1CCCC1	8	4	13	-2	2	-3	-8	2
CC(=O)Nc1cccc(/C(C)=N/NC(=O)c2c(-c3ccccc3Cl)noc2C)c1	-3	11	-19	-9	-1	-6	20	-13
CC(C)CC(=O)NC1(C(F)(F)F)C(=O)Nc2c1c(=O)[nH]c(=O)n2Cc1ccco1 (centres undefined)	-5	-10	-23	1	3	4	-1	16
CC(C)(C)NC(=O)CN(Cc1cccs1)C(=O)CCC(=O)Nc1nccs1	-5	-3	9	-24	-6	2	4	-10
Cn1nnc(NC(=O)CSc2ccc(Cl)cc2)n1	-1	4	3	3	3	3	-2	-4
COc1ccc(C2CCCN2C(=S)Nc2ccc(C)c(C)c2)cc1OC (centres undefined)	2	-9	9	7	0	10	-11	21

Some entries already given, showing only UBC13 polyUb and EBI2 antag:
| Molecule | UBC13 polyUb | EBI2 antag |
| --- | --- | --- |
| CC(=O)OC[C@H]1O[C@@H](O/N=C(\C)CCN2CCCCc3nc(C)c(C)cc32)[C@H](OC(C)=O)[C@@H](OC(C)=O)[C@@H]1OC(C)=O | 8 | . |
| COc1ccc(OC)c(S(=O)(=O)Nc2cccc3ccccc23)c1 | 2 | -3 |

(continued)
SMILES	SENP8 block	Jurkat NFkB inh	697 NFkB inh	EBI2 antag	UBC13 polyUb	CCR6 antagonist	Gli-Sufu block	Apaf1 inhib
O=C1c2ccccc2C(=O)N1CCC(=O)N1CCCc2ccccc21	0	8	11	10	-5	-24	2	9
CC(=O)NS(=O)(=O)c1ccc(NC(=O)c2ccc(Cl)cc2[N+](=O)[O-])cc1	-9	-2	5	3	-5	9	-20	12
O=C(Nc1cccnc1)c1ccccc1O	-8	14	7	-3	8	1	-2	0
CC(C)c1ccc(S(=O)(=O)N2CCN(C(=O)c3cc([N+](=O)[O-])ccc3N3CCOCC3)CC2)cc1	0	19	17	1	-3	5	0	20
CCOC(=O)N1CCN(C(=O)C2CC(=O)N(c3ccc(C)cc3)C2)CC1 (centres undefined)	3	15	-11	-5	-5	13	-4	9
CCOC(=O)N1CCN(C(=O)c2ccc(CSc3ccc(Cl)cc3)cc2)CC1	-2	27	13	9	7	-2	58*	20
COc1ccc(-n2nnnc2SCC(=O)NCc2ccco2)cc1OC	-2	6	17	-2	5	-5	1	-6
O=c1oc2cc(OCc3ccc(F)cc3F)ccc2cc1-c1ccccn1	-14	-26	-34	-4	16	-11	-42	-5
CCOC(=O)c1cnc2nc(COc3ccccc3)[nH]n2c1=O	-5	20	22	-7	-2	2	-4	-4
CCOC(=O)c1c(-c2ccccc2)csc1NC(=O)CSc1nnnn1C	2	-16	-10	3	1	-9	-2	9
COC(=O)c1ccc2c(=O)n(CCN3CCOCC3)c(SCC(=O)Nc3ccc(C)cc3)nc2c1	4	-1	6	5	5	17	29	12
C/C(=N\NC(=O)c1ccccn1)c1ccc(C(=O)O)s1	28	-6	5	.	-5	.	.	-13
COc1ccc(S(=O)(=O)N(C)c2ccc(C(=O)N3CCCC3)cc2)cc1	-9	-4	2	0	2	12	0	-2
S=C(Nc1cccc(Br)c1)N1CCn2cccc2C1c1cccnc1 (centres undefined)	-9	-8	-5	-4	-12	2	-5	17

Of the compounds above, 12 have a Cl atom:
SMILES	SENP8 block	Jurkat NFkB inh	697 NFkB inh	EBI2 antag	UBC13 polyUb	CCR6 antagonist	Gli-Sufu block	Apaf1 inhib
CN(CC(=O)Nc1c(Cl)cccc1Cl)C(=O)c1ccccc1SCC(=O)N1CCCC1	1	-9	12	1	12	4	5	29
O=C(NCc1ccc(Cl)cc1)C1CCCN(C(=O)c2ccc(Cl)cc2)C1 (centres undefined)	-12	4	8	66*	4	3	-12	1
Cc1ccc2nc(-c3cccc(-c4cccc(Cl)c4)c3)c(NCc3ccccc3)n2c1	-14	-11	-24	28	17	-23	9	21
Cc1ccc(-c2noc(CSc3nnc(Cc4ccccc4)n3-c3ccc(Cl)cc3)n2)cc1	-7	1	-8	15	-5	21	6	26
O=C(CCNC(=O)Cn1ccc2ccccc2c1=O)NCCN1CCN(c2cccc(Cl)c2)CC1	2	10	10	-3	101*	2	6	-3
O=C(Nc1ccc(C(F)(F)F)cc1Cl)c1ccc(Cn2cc(Br)cn2)o1	16	-26	-37	1	-2	2	-3	6
Cc1noc(C)c1COC(=O)CN(C)S(=O)(=O)c1ccc(Cl)cc1	6	-9	1	-2	3	-6	-2	4
CC1CCN(CCNC(=S)Nc2ccc(Cl)cc2)CC1	5	4	6	12	11	0	20	-1
CC(=O)Nc1cccc(/C(C)=N/NC(=O)c2c(-c3ccccc3Cl)noc2C)c1	-3	11	-19	-9	-1	-6	20	-13
Cn1nnc(NC(=O)CSc2ccc(Cl)cc2)n1	-1	4	3	3	3	3	-2	-4
CC(=O)NS(=O)(=O)c1ccc(NC(=O)c2ccc(Cl)cc2[N+](=O)[O-])cc1	-9	-2	5	3	-5	9	-20	12
CCOC(=O)N1CCN(C(=O)c2ccc(CSc3ccc(Cl)cc3)cc2)CC1	-2	27	13	9	7	-2	58*	20

Screens (PubChem)
